KCNK3 inh = human KCNK3 channel inhibition, primary screen | CHO-KCNK3 thallium flux, FluxOR fluorescence; active compounds read low | B-score at 10 µM | hit rate 0.84% among 340,000;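 active = B-score under library mean minus 4 SD, starting fluorescence ratio at most library mean plus 5 SD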;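 also: more negative B-score means stronger inhibition of thallium flux through KCNK3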
TMEM16A inh = inhibitors of mouse TMEM16A calcium-activated chloride channel; HEK293 TMEM16A/YFP iodide influx fluorescence, ionomycin; normalized B-score (activity score, 25-100; higher = stronger inhibition) at 10 µM; hit rate 1.2% among 310,000; AID 588511;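 active = ratio plate-corrected score three or more library SD toward inhibition, starting fluorescence score within five deviations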;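 also: score derived from kinetic fluorescence span divided by baseline fluorescence per well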
Target sequence (Q8BHY3 whole entry, looked up): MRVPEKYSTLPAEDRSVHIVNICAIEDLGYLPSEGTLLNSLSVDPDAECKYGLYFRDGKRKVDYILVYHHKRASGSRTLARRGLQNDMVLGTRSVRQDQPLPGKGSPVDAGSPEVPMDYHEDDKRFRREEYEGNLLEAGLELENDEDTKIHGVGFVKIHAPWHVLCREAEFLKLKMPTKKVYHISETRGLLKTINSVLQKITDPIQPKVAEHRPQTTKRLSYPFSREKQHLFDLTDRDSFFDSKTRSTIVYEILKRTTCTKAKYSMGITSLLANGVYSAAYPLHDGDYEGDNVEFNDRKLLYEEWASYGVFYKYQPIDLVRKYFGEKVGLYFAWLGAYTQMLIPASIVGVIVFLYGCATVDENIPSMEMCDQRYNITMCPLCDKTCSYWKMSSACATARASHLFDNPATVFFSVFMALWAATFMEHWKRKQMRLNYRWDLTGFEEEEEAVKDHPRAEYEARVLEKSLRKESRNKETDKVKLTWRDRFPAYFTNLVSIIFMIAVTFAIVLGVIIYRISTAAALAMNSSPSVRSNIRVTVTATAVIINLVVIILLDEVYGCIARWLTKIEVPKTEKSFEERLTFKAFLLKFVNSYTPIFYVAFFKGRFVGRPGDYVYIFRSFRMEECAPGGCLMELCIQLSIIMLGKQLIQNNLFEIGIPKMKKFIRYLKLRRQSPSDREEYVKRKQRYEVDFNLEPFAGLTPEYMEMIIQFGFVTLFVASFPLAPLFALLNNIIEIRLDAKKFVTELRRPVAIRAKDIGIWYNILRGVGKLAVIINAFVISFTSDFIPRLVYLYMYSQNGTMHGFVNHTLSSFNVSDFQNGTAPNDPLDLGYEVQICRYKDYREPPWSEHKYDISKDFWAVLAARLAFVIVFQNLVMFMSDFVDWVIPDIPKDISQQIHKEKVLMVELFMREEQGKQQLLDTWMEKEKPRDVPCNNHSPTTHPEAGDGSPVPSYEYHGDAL
RGS4 pot = RGS4 potentiation or activation; HEK293 M3R/inducible RGS4, carbachol calcium flux Fluo4; active compounds read low; B-score at 10 µM; hit rate 0.92% among 310,000; AID 463111;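 active = B-score of the integrated calcium signal more than 4 SD below the library mean, with starting fluorescence not abnormally high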;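 also: negative B-score means reduced calcium response which marks RGS4 activation or potentiation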
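Assay system: Inducible-RGS4 HEK293 cells carrying M3 receptor | Schedule: Compound preincubation 20 min at room temperature before agonist | Signal: Kinetic calcium fluorescence imaging with Fluo4-AM dye, 2 µM | Read-out basis: B score from integrated fluorescence ratio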
HDAC3 inhib = inhibitors of human histone deacetylase 3; recombinant HDAC3, fluorogenic peptide/trypsin coupled, fluorescence; inhibition, % at 8.3 µM; hit rate 0.15% among 320,000; O15379; AID 2718; in the data active = inhibition above about 26%, passing the limit was not always enough
TMEM16A act = activators or potentiators of mouse TMEM16A chloride channel. Q8BHY3. HEK293 TMEM16A/YFP-H148Q/I152L, iodide quench fluorescence; active compounds read low. B-score at 10 µM. hit rate 0.3% among 340,000. AID 623877;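 active = fluorescence-ratio B-score plate-corrected deviation score at least 3 library SD below zero, with starting fluorescence score within 5 deviations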;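 also: channel opened by trigger with iodide after compound preincubation; score built on the fluorescence ratio of max minus min over baseline; more negative score means more quench and so TMEM16A activation or potentiation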
hERG rescue = hERG (human) protection from proarrhythmic block | Q12809 | CHO-hERG, FluxOR thallium flux, dofetilide IC70 present | activation (rescue from dofetilide block), less the hit threshold, % at 10 µM | AID 1511 | hit rate 0.51% among 310,000;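 active = activation above the mean of controls blocked by dofetilide plus 5 SD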;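 also: thallium influx through hERG after potassium depolarization seen as dye fluorescence rise; in these data hits start at about 4.7%; inactives centre near -7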
KCNQ1 pot = potentiates or activates the human KCNQ1 potassium channel; P51787; AID 2648; B-score at 10 µM; CHO-K1 KCNQ1, thallium flux FluxOR fluorescence; active compounds read high; hit rate 0.35% among 310,000;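 active = fluorescence ratio B-score, a plate-corrected score, at least three library SD, with initial intensity B-score within 5 SD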
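Assay system: CHO-K1 cells stably expressing KCNQ1; Medium: assay buffer with matched DMSO; Also added: K+/Tl+ depolarizing stimulus; Dosing: single dose; Timing: dye 90 min, compound 20 min, room temperature; Measured by: kinetic FluxOR thallium fluorescence, 10-s 1-Hz baseline, 110-s post-stimulus read; Read-out: peak-minus-minimum fluorescence over initial fluorescence, negative-control normalized, B-scored.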
KCNQ1 inh = inhibitors of human KCNQ1 potassium channel | P51787 | CHO-K1 KCNQ1, FluxOR thallium flux fluorescence; active compounds read high | B-score at 10 µM | hit rate 1.3% among 310,000 | AID 2642;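 active = compounds whose thallium flux B-score, printed positive for inhibition, exceeds three library SD while starting fluorescence stays within three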;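 also: channel opened by potassium depolarization with thallium stimulus after 20 min compound exposure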
SKKanGAS inh = SKKanGAS growth inhibition. hit rate 1.3% among 300,000. S. pyogenes SKKanGAS, kanamycin growth, BacTiter-Glo, 6 h. inhibition, % at 7.5 µM;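 active = mean replicate score, as percent of positive control median, at least 50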;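 also: strain carries kanamycin resistance gene driven by streptokinase promoter and grows in 40 µg/ml kanamycin; loss of luminescence reflects streptokinase promoter inhibition or plain growth inhibition; 0% = median of DMSO wells and 100% = positive control at its reference dose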
KCNK9 inh = human KCNK9 channel inhibition | Q9NPC2 | HEK293 KCNK9, FluxOR thallium flux fluorescence; active compounds read low | B-score at 10 µM | hit rate 1.2% among 310,000 | AID 488922;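 active = ratio B-score over 3 SD below the library mean, with starting fluorescence within 5 SD of its mean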;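 also: negative B-score means less thallium flux so channel inhibition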
RGS4 block = inhibitors of human RGS4; AID 463165; P49798; HEK293 M3R/RGS4 inducible, Fluo-4 calcium flux; active compounds read high; triggered by carbachol at its EC20; B-score at 10 µM; hit rate 0.45% among 310,000;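 active = B-score, a plate-corrected calcium signal, over three deviations above library mean, with baseline fluorescence within five deviations of library mean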;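 also: RGS4 expression induced by doxycycline in cells with stable M3 receptor; B-score is computed from the integrated fluorescence ratio over baseline after carbachol; higher B-score means a larger calcium signal and so more RGS4 inhibition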
Starred values were filed as active, the others as inactive. Outcome played no part in choosing rows. About 6.3% of those tested had a hit in this group.

Results for CC(C)OC(=O)c1cccc(C(=O)Oc2ccc(Br)cc2)n1 ?
KCNK3 inh: inactive; TMEM16A inh: inactive; RGS4 pot: inactive; TMEM16A act: inactive; hERG rescue: -3; KCNQ1 pot: inactive; KCNQ1 inh: inactive; SKKanGAS inh: -4; KCNK9 inh: inactive; RGS4 block: inactive

How did C#CCN(C(=O)CC1C(=O)NCCN1C/C=C/c1ccccc1)C1CCCCC1 (stereo not given) do in these assays?
KCNK3 inh: inactive; TMEM16A inh: inactive; RGS4 pot: inactive; HDAC3 inhib: 3; TMEM16A act: inactive; hERG rescue: -9; KCNQ1 pot: inactive; KCNQ1 inh: inactive; SKKanGAS inh: -4; KCNK9 inh: inactive; RGS4 block: inactive

What do the screens show for `C=C(C)c1cccc(C(C)(C)NC(=O)Nn2cnnc2)c1`?
KCNK3 inh: inactive; TMEM16A inh: inactive; RGS4 pot: inactive; HDAC3 inhib: 0; TMEM16A act: inactive; hERG rescue: -2; KCNQ1 pot: inactive; KCNQ1 inh: inactive; SKKanGAS inh: 15; KCNK9 inh: inactive; RGS4 block: inactive

How did Cc1nc2ccccc2nc1NS(=O)(=O)c1ccc(N)cc1 do in these assays?
KCNK3 inh: inactive; TMEM16A inh: inactive; RGS4 pot: inactive; HDAC3 inhib: 1; TMEM16A act: inactive; hERG rescue: -6; KCNQ1 pot: inactive; KCNQ1 inh: inactive; SKKanGAS inh: 19; KCNK9 inh: inactive; RGS4 block: inactive

Results for CCN(CC)/C(=N\S(=O)(=O)c1ccc(F)cc1)c1ccccc1 ?
KCNK3 inh: inactive; TMEM16A inh: inactive; RGS4 pot: inactive; HDAC3 inhib: -1; TMEM16A act: inactive; hERG rescue: -5; KCNQ1 pot: inactive; KCNQ1 inh: inactive; SKKanGAS inh: 1; KCNK9 inh: inactive; RGS4 block: inactive

Results for Cc1cc(C)n2c(SCC(=O)NC3CCCC(C)C3C)nnc2n1 (stereo not given) ?
KCNK3 inh: inactive; TMEM16A inh: inactive; RGS4 pot: inactive; HDAC3 inhib: 9; TMEM16A act: inactive; hERG rescue: -5; KCNQ1 pot: inactive; KCNQ1 inh: inactive; SKKanGAS inh: -10; KCNK9 inh: inactive; RGS4 block: inactive

Results for CCOC(=O)c1c(NC(=O)c2ccccc2C(=O)O)sc2c1CCCC2 ?
KCNK3 inh: inactive; TMEM16A inh: inactive; RGS4 pot: inactive; HDAC3 inhib: 2; TMEM16A act: inactive; hERG rescue: -2; KCNQ1 pot: inactive; KCNQ1 inh: inactive; SKKanGAS inh: 2; KCNK9 inh: inactive; RGS4 block: inactive

What do the screens show for `CCOC(=O)C1(CC2CCCCO2)CCN(Cc2c(C)cc(C)cc2-n2cccn2)CC1` (stereo not given)?
KCNK3 inh: inactive; TMEM16A inh: inactive; RGS4 pot: inactive; HDAC3 inhib: -2; TMEM16A act: inactive; hERG rescue: -15; KCNQ1 pot: inactive; KCNQ1 inh: inactive; SKKanGAS inh: -3; KCNK9 inh: inactive; RGS4 block: inactive

What do the screens show for `Cc1ccc2[nH]c3c(=O)n(CC(=O)N4CC(C)CC(C)C4)ncc3c2c1` (stereo not given)?
KCNK3 inh: inactive; TMEM16A inh: inactive; RGS4 pot: inactive; HDAC3 inhib: 1; TMEM16A act: inactive; hERG rescue: -6; KCNQ1 pot: inactive; KCNQ1 inh: inactive; SKKanGAS inh: -2; KCNK9 inh: inactive; RGS4 block: inactive

How did COc1cc(C(=O)NCC(=O)OCC(=O)Nc2ncc(Cl)cc2Cl)cc(OC)c1OC do in these assays?
KCNK3 inh: inactive; TMEM16A inh: inactive; RGS4 pot: inactive; HDAC3 inhib: -1; TMEM16A act: inactive; hERG rescue: -10; KCNQ1 pot: inactive; KCNQ1 inh: inactive; SKKanGAS inh: -6; KCNK9 inh: inactive; RGS4 block: inactive

What do the screens show for `O=C(COC(=O)C1CCCCC1C(=O)N1CCc2ccccc21)NCc1ccco1` (stereo not given)?
KCNK3 inh: inactive; TMEM16A inh: inactive; RGS4 pot: inactive; HDAC3 inhib: 5; TMEM16A act: inactive; hERG rescue: 0; KCNQ1 pot: inactive; KCNQ1 inh: inactive; SKKanGAS inh: -1; KCNK9 inh: inactive; RGS4 block: inactive

Results for Cc1ccc(OCC(=O)O/N=C(\N)c2ccccn2)cc1 ?
KCNK3 inh: inactive; TMEM16A inh: inactive; RGS4 pot: inactive; HDAC3 inhib: -2; TMEM16A act: inactive; hERG rescue: -9; KCNQ1 pot: inactive; KCNQ1 inh: inactive; SKKanGAS inh: 2; KCNK9 inh: inactive; RGS4 block: inactive

How did O=C(CCN1C(=O)/C(=C\c2ccccc2)SC1=S)NNC(=O)c1cccnc1 do in these assays?
KCNK3 inh: inactive; TMEM16A inh: inactive; RGS4 pot: inactive; HDAC3 inhib: 5; TMEM16A act: inactive; hERG rescue: -14; KCNQ1 pot: inactive; KCNQ1 inh: inactive; SKKanGAS inh: 7; KCNK9 inh: inactive; RGS4 block: inactive

How did COc1ccc(NC(=O)Nc2c(C)n(C)n(-c3ccccc3)c2=O)cc1 do in these assays?
KCNK3 inh: inactive; TMEM16A inh: inactive; RGS4 pot: inactive; HDAC3 inhib: -3; TMEM16A act: inactive; hERG rescue: -9; KCNQ1 pot: inactive; KCNQ1 inh: inactive; SKKanGAS inh: 2; KCNK9 inh: inactive; RGS4 block: inactive

How did CCOC(=O)c1cc(-c2ccc(F)cc2)n(CC(=O)NCc2cccnc2)c1C do in these assays?
KCNK3 inh: inactive; TMEM16A inh: inactive; RGS4 pot: inactive; HDAC3 inhib: 4; TMEM16A act: inactive; hERG rescue: -10; KCNQ1 pot: inactive; KCNQ1 inh: inactive; SKKanGAS inh: 7; KCNK9 inh: inactive; RGS4 block: inactive

Results for Cc1ccc(-c2ccnc3cc(C)nn23)cc1 ?
KCNK3 inh: inactive; TMEM16A inh: inactive; RGS4 pot: inactive; HDAC3 inhib: -3; TMEM16A act: inactive; hERG rescue: -10; KCNQ1 pot: inactive; KCNQ1 inh: inactive; SKKanGAS inh: -3; KCNK9 inh: inactive; RGS4 block: inactive

What do the screens show for `CCCCCCCCCCCNC(=O)c1ccoc1C`?
KCNK3 inh: -8.9*; TMEM16A inh: inactive; RGS4 pot: inactive; HDAC3 inhib: 4; TMEM16A act: inactive; hERG rescue: -12; KCNQ1 pot: inactive; KCNQ1 inh: inactive; SKKanGAS inh: -3; KCNK9 inh: inactive; RGS4 block: inactive

How did CCOC(=O)c1[nH]c(C)c(C(=O)N(C)C)c1C do in these assays?
KCNK3 inh: inactive; TMEM16A inh: inactive; RGS4 pot: inactive; HDAC3 inhib: 4; TMEM16A act: inactive; hERG rescue: -9; KCNQ1 pot: inactive; KCNQ1 inh: inactive; SKKanGAS inh: 7; KCNK9 inh: inactive; RGS4 block: inactive

How did CCOc1ccc(-c2ccc(NS(=O)(=O)c3ccc([N+](=O)[O-])cc3)cc2)nn1 do in these assays?
KCNK3 inh: inactive; TMEM16A inh: inactive; RGS4 pot: inactive; HDAC3 inhib: 2; TMEM16A act: inactive; hERG rescue: -6; KCNQ1 pot: inactive; KCNQ1 inh: inactive; SKKanGAS inh: 6; KCNK9 inh: inactive; RGS4 block: inactive

How did CCOC(=O)C1(CCOC)CCN(C(=O)c2ccc(CSC)o2)CC1 do in these assays?
KCNK3 inh: inactive; TMEM16A inh: inactive; RGS4 pot: inactive; HDAC3 inhib: 4; TMEM16A act: inactive; hERG rescue: -12; KCNQ1 pot: inactive; KCNQ1 inh: inactive; SKKanGAS inh: -8; KCNK9 inh: inactive; RGS4 block: inactive

Results for O=C1C=C(NCC2CCCO2)C2(CCCCC2)O1 (stereo not given) ?
KCNK3 inh: inactive; TMEM16A inh: inactive; RGS4 pot: inactive; HDAC3 inhib: 2; TMEM16A act: inactive; hERG rescue: -7; KCNQ1 pot: inactive; KCNQ1 inh: inactive; KCNK9 inh: inactive; RGS4 block: inactive

Results for O=C(Nc1cccc(F)c1)N1CCN(C(=O)c2ccco2)CC1 ?
KCNK3 inh: inactive; TMEM16A inh: inactive; RGS4 pot: inactive; HDAC3 inhib: 1; TMEM16A act: inactive; hERG rescue: -6; KCNQ1 pot: inactive; KCNQ1 inh: inactive; SKKanGAS inh: 3; KCNK9 inh: inactive; RGS4 block: inactive

What do the screens show for `COC(=O)c1c(C)cc(C)n2c1nc1ccccc12`?
KCNK3 inh: inactive; TMEM16A inh: inactive; RGS4 pot: inactive; HDAC3 inhib: 0; TMEM16A act: inactive; hERG rescue: -8; KCNQ1 pot: inactive; KCNQ1 inh: inactive; SKKanGAS inh: -7; KCNK9 inh: inactive; RGS4 block: inactive

How did CC1=C(C(=O)OCCc2ccccc2)C(c2ccsc2)NC(=O)N1C (stereo not given) do in these assays?
KCNK3 inh: inactive; TMEM16A inh: inactive; RGS4 pot: inactive; HDAC3 inhib: 6; TMEM16A act: inactive; hERG rescue: -11; KCNQ1 pot: inactive; KCNQ1 inh: inactive; SKKanGAS inh: 1; KCNK9 inh: inactive; RGS4 block: inactive

How did Cc1ccc(C(=O)C2OC(=O)C(C)(C)C(=O)C2(C)C)cc1 (stereo not given) do in these assays?
KCNK3 inh: inactive; TMEM16A inh: inactive; RGS4 pot: inactive; HDAC3 inhib: -6; TMEM16A act: inactive; hERG rescue: -3; KCNQ1 pot: inactive; KCNQ1 inh: inactive; SKKanGAS inh: 0; KCNK9 inh: inactive; RGS4 block: inactive

Results for O=C(NCc1ccccc1)C(c1ccccc1F)N(C(=O)c1csnn1)C1CCCC1 (stereo not given) ?
KCNK3 inh: inactive; TMEM16A inh: inactive; RGS4 pot: inactive; HDAC3 inhib: 0; TMEM16A act: inactive; hERG rescue: -6; KCNQ1 pot: inactive; KCNQ1 inh: inactive; SKKanGAS inh: -1; KCNK9 inh: inactive; RGS4 block: inactive

How did COc1ccc2ccccc2c1C(=O)/C=C\c1ccoc1 do in these assays?
KCNK3 inh: inactive; TMEM16A inh: inactive; RGS4 pot: inactive; HDAC3 inhib: -4; TMEM16A act: inactive; hERG rescue: -8; KCNQ1 pot: inactive; KCNQ1 inh: inactive; SKKanGAS inh: 3; KCNK9 inh: inactive; RGS4 block: inactive

What do the screens show for `CCC1C(=O)N=C(SCC(=O)Nc2ccc(S(N)(=O)=O)cc2)NC1=O` (stereo not given)?
KCNK3 inh: inactive; TMEM16A inh: inactive; RGS4 pot: inactive; HDAC3 inhib: 1; TMEM16A act: inactive; hERG rescue: -8; KCNQ1 pot: inactive; KCNQ1 inh: inactive; SKKanGAS inh: 7; KCNK9 inh: inactive; RGS4 block: inactive

Source: PubChem
